MT stabilize HCS: stabilizes microtubules in HeLa cells; AID 2205; HeLa tubulin immunostaining HCS, 24 h; share of cells brighter than vehicle mean+2SD; 0.83% of 200,000 active; % tubulin-high responders, % at 10 µM;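 active = plate Z-score above 3 for both tubulin-high and condensed-nucleus cell shares, with cell loss under 80%, at 10 µM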;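 note: anti alpha tubulin signal scored within the nucleus-defined area of each cell; some results filed as inactive read as strong as hits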
WT yeast gro inh: growth inhibition of WT yeast, mitochondrial fusion screen. mitochondrial fusion phenotypic screen, WT strain. inhibition, % at 10 µM. 2.1% of 190,000 active; in the data active = inhibition above about 58%; tested in S. cerevisiae
Autophagy HCS: modulators of autophagy. 0.98% of 190,000 active. calls only at 10 µM (by protocol). MEF GFP-LC3 puncta imaging; test concentration mostly 10 µM;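 active = percentage of spot-positive cells more than 3 SD above its plate mean, without a fluorescence outlier flag or 80% toxicity; inconclusive = no clear call, values can overlap the other calls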;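 note: spot-positive cell cutoff set from DMSO-treated cells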
Dynein transport: dynein cargo transport inhibition | 0.47% of 220,000 active | AID 1381 | z-score, hits read low | 3617.4 mouse cells, GR-EGFP nuclear translocation imaging; test concentration mostly 20 µM; stimulated with dexamethasone, 1 µM; hits give low values;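 active = plate z-score of nuclear minus cytoplasmic receptor signal below a set negative limit, without overly bright fluorescence or cell loss, cut at about -3.5 in these data, passing the limit was not always enough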;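 note: z-score of nuclear minus cytoplasmic ring GR-EGFP intensity difference per well; some compounds called inactive have numbers as strong as hits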
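Schedule: 48 h induction, then 1 h compound, then 30 min agonist, 37 °C. Buffer or medium: tetracycline-free induction medium containing charcoal-stripped FBS. Reagent: 1.0 µM final dexamethasone stimulus. Evaluation: nuclear versus cytoplasmic GR-EGFP signal, averaged per well. Signal: high-content fluorescence imaging after fixation.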
Yfh1-depleted yeast: mitochondrial function rescue without frataxin homolog – Friedreich's ataxia, plus single-dose screen, dose response (AID 1465) | one-dose fold induction at 50 µM; EC50 in µM for titrated hits | 0.074% of 220,000 active | S. cerevisiae Yfh1-off respiration, WST-1 reduction, 72 h; higher fold induction means a stronger effect;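 active = fold induction of absorbance versus untreated yeast above a set limit, then at least 30% activation at any dose in follow-up; inconclusive = repeats straddling the limit, or above it without dose testing; inactive = fold induction below the set limit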;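 note: activators that raise dye reduction in frataxin-depleted yeast; strong numbers were not always called active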
Ins promoter up: MIN6 insulin promoter up-regulation | z-score at 5 µM | MIN6 insulin promoter-GFP reporter, high-content imaging; hits give high values | 0.3% of 190,000 active;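 active = z-score above 3 at 5 µM with at least 500 cells counted in the well; inconclusive = wells under 500 cells, flagged as cytotoxic or low count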
bCat nuc transl: modulators of beta-catenin nuclear translocation | HeLa beta-catenin nuclear translocation, immunofluorescence imaging | nuclear translocation activity, % at 5 µM | 0.3% of 190,000 active | AID 1665;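 active = nuclear translocation activity above 50% at 5 µM, with a well cell count of 50 or more; inconclusive = wells under 50 cells across six images, flagged as toxic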;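 note: per-cell ratio of nuclear to cytoplasmic median beta-catenin stain intensity; plate controls were DMSO negative control for no effect and GSK-3 inhibitor IX positive control for full effect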
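Assay system: human HeLa cells, native beta-catenin; doses: 5 µM primary, 0.02–20 µM confirmation; incubation: compound treatment 24 h, 37°C, 5% CO2; technique: fluorescence imaging of beta-catenin antibody stain plus DAPI; measure: % activation, nuclear-to-cytoplasmic median beta-catenin signal ratio per cell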
NOD2 inhibition: NOD2 signaling inhibitors, cell-based, luminescence, uHTS, HEK293 (AID 1566). 0.63% of 290,000 active. HEK293 NOD2/NF-kB luciferase reporter, luminescence; higher % means a stronger effect. inhibition, % at 4 µM, or EC50 in µM where a hit was titrated; in the data active = inhibition above about 50%; note: many of its hits are not listed in these tables
Lipid droplet: hepatic lipid droplet formation modulation; AML12 mouse hepatocytes, oleate lipid droplets, BODIPY imaging; inhibition, % at 6.5 µM; 0.4% of 240,000 active; AID 1656;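 active = lipid droplet intensity inhibited by at least 50%, with more than 500 cells counted; inconclusive = wells with under 300 cells, treated as cytotoxic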
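System: AML12 hepatocytes (mouse). Probe or stimulus: oleic acid at 100 µM to induce lipid droplet formation. Times: overnight treatment with compound plus oleate. Detection: Image-based BODIPY and DAPI two-channel analysis. Evaluation: percent inhibition of filter-corrected integrated lipid droplet intensity per well.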
WT yeast gro inh mutant strain: also measured in WT yeast gro inh; calls as there; inhibition, %; mitochondrial fusion phenotypic screen, mutant strain inhibition
Dynein transport cytoplasmic EGFP: recorded beside Dynein transport, whose call it bears; z-score; measured here: cytoplasmic GR-EGFP intensity; hits give high values
Dynein transport nuclear GR-EGFP: recorded beside Dynein transport, whose call it bears; z-score; measured here: nuclear GR-EGFP intensity;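 lower value marks the stronger effect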
Dynein transport cell count: second read-out of Dynein transport, no call of its own (marks repeat the call); z-score; measured here: cell count per field
Ins promoter up cell count: further read-out of Ins promoter up, marked with its call; cell count; measured here: cytotoxicity, nuclei count;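 total cells summed across four imaged fields per well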
Lipid droplet cells 6.5 µM: also measured in Lipid droplet; calls as there; cell count; measured here: cell count, cytotoxicity flag;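 cells counted across two imaged fields per well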
bCat nuc transl cell count 5 µM: further read-out of bCat nuc transl, marked with its call; cell count; measured here: cell count, cytotoxicity flag
MT stabilize HCS Hoechst-high %: also measured in MT stabilize HCS; calls as there; % Hoechst-high responders; measured here: nuclear condensation Hoechst responders;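 share of cells brighter than vehicle mean plus two SD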
MT stabilize HCS cytotoxicity %: further read-out of MT stabilize HCS, marked with its call; toxicity, %; measured here: cytotoxicity by cell density;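 0% = mean cell density of plate MIN control wells and 100% = no cells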
Autophagy HCS cell loss 18 h: also measured in Autophagy HCS; calls as there; toxicity, %; measured here: cell loss, nuclei count;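 cell loss after 18 h compound exposure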
* = called active by the depositor; i = inactive; u = inconclusive; x = no result given.

Each structure is followed by: MT stabilize HCS, MT stabilize HCS Hoechst-high %, MT stabilize HCS cytotoxicity %, WT yeast gro inh, WT yeast gro inh mutant strain, Autophagy HCS, Autophagy HCS cell loss 18 h, Dynein transport, Dynein transport cytoplasmic EGFP, Dynein transport nuclear GR-EGFP, Dynein transport cell count, Yfh1-depleted yeast, Ins promoter up, Ins promoter up cell count, bCat nuc transl, bCat nuc transl cell count 5 µM, NOD2 inhibition, Lipid droplet, Lipid droplet cells 6.5 µM
> CCOC(=O)C1CCCN(C(=O)C2CCN(S(=O)(=O)c3cccs3)CC2)C1 (stereo not drawn)
  0.9, 1.4, 6.5, 14, 22, i, -7, -0.73, 0.032, -0.056, 0.82, i, -0.56, 906, x, x, 3%, -13, 746
> Cc1cccc(CCNC(=O)C2CCN(S(=O)(=O)c3c(C)nn(C)c3C)CC2)c1
  4.0, 2.2, 3.2, 8, 13, i, 0, 1.5, -0.17, 0.93, -1.4, i, -0.52, 953, x, x, 11%, 5, 810
> O=S(=O)(c1ccc(NC(=S)NCc2ccco2)cc1)N1CCCC1
  1.7, 1.8, 3.7, -1, 18, i, 17, 0.22, -0.08, 0.28, 0.34, i, 1.5, 1450, -2.5, 554, 15%, 18, 702
> Cn1nc(C(=O)Nc2ccc(S(=O)(=O)N3CCOCC3)cc2)c2ccccc2c1=O
  4.7, 1.8, 5.7, -10, 5, i, 11, 0.45, 0.041, 0.75, -0.65, i, -0.14, 1595, -3.0, 1068, 10%, 11, 703
> Cc1noc(C)c1C(=O)N1CCC(C(=O)c2ccccc2)CC1
  x, x, x, x, x, x, x, -1, -0.22, -0.44, 0.47, i, -0.56, 1446, -0.5, 1140, 20%, 8, 721
> CC(=O)N=c1sc2cc(C)ccc2n1C
  2.8, 1.8, 0.1, -13, -41, i, 7, 0.92, -0.14, 0.69, -1.1, i, 0.49, 1233, -8.6, 1236, -10%, 20, 783
> Cn1c(=O)[nH]c(=O)c2c1nc(N1CCCCCC1)n2CCCSc1nnnn1-c1ccccc1
  2.3, 1.7, 3.1, 21, 5, i, 9, 0.63, -0.29, 0.23, -0.49, i, -0.86, 1364, -0.3, 954, -4%, -6, 625
> Clc1cncc(Cl)c1N/N=C/c1ccccc1
  x, x, x, x, x, x, x, -0.18, -0.2, -0.1, -0.74, i, -0.02, 1436, 1.4, 1082, -4%, 0, 688
> CCCCn1c(SCC(=O)N2c3ccccc3Sc3ccccc32)nc2c1c(=O)n(C)c(=O)n2C
  4.0, 1.9, 5.4, 11, -7, i, 6, 0.038, -0.19, 0.014, 0.16, i, -1.1, 567, 1.7, 1093, 16%, -33, 771
> COC(=O)c1nn(-c2ccc(F)cc2)ccc1=O
  x, x, x, x, x, x, x, 0.71, -0.22, 0.32, 0.12, i, 0.43, 1319, -2.5, 1138, -11%, 3, 691
> COc1ccc(N2CCN(C(=O)CCCCn3c(=O)[nH]c4ccsc4c3=O)CC2)cc1
  5.8, 2.1, 6.4, -4, -9, i, -10, 0.27, -0.25, -0.12, 0.36, i, -0.12, 1130, -3.6, 1102, 12%, -15, 664
> CC(C)(C)c1ccccc1OCC(=O)Nc1ncn[nH]1
  2.0, 1.9, 2.3, -2, 1, i, 9, 2.1, -0.14, 1.8, -1.7, i, u, x, x, x, -9%, -7, 751
> Cc1nnc(Sc2cc(C(=O)NCc3ccco3)c3ccccc3n2)s1
  2.6, 1.2, 8.6, 17, 1, i, -1, -0.56, 0.28, -0.33, 0.99, i, -0.34, 1280, -0.9, 1412, -3%, x, x
> CC(C)CC(=O)N1CCN(S(=O)(=O)c2ccc(F)cc2)CC1
  3.9, 1.3, 5.9, 18, 21, i, -5, -0.064, 0.36, 0.74, -0.41, i, 1.2, 1221, x, x, 21%, 1, 707
> O=C(Nc1cccnc1)c1ccccc1-c1ccccc1
  2.3, 3.5, 6.1, 11, 14, i, -7, 0.32, -0.19, 0.22, -0.63, i, -0.16, 1182, 1.4, 1496, 9%, 4, 638
> CCOC(=O)CSc1nnc(NCC(=O)OC(C)C)c(=O)[nH]1
  3.3, 2.2, 0.4, -6, -8, i, -5, 0.023, -0.23, -0.18, 0.38, i, -0.18, 1276, x, x, 9%, 0, 664
> O=C(NC(Cc1ccccc1)C(=O)O)/C(=C/c1ccco1)NC(=O)c1cccc(Br)c1 (stereo not drawn)
  1.4, 2.2, 6.7, -5, 13, i, -20, 0.44, -0.24, 0.29, 0.56, i, -0.82, 1488, 0.3, 1081, 8%, -2, 622
> Cc1ccc(NC(=O)c2nnn(-c3cccc(C(F)(F)F)c3)c2N)cc1
  3.4, 1.6, 3.9, 3, -1, i, 9, -0.51, 0.44, -0.14, 0.73, i, x, x, -0.2, 1071, 7%, -5, 691
> O=C(OCC(=O)N1CCN(S(=O)(=O)c2ccccc2)CC1)c1ccc([N+](=O)[O-])o1
  6.7, 1.5, 7.5, 8, 9, i, 5, -0.91, -0.26, -0.55, -0.71, i, 0.02, 1561, -4.8, 1111, 0%, 21, 671
> c1coc(C2=Nc3cccc4cccc(c34)N2)c1
  3.0, 1.6, 8.7, 15, 21, i, 30, -1.7, -0.24, -0.99, 0.84, i, x, x, 2.0, 1535, -19%, 5, 743
> Cc1ccc(C)c(N2CN(Cc3cccnc3)CNC2=S)c1
  5.8, 2.6, 6.8, -15, -10, i, 4, 0.78, -0.28, 0.16, -0.72, i, 0.03, 1574, -0.7, 1175, 16%, 0, 520
> Nc1nc(=S)[nH]c2c1C1(CCCCC1)Cc1ccccc1-2
  1.4, 3.2, 9.4, -10, -5, i, 1, 2.3, 0.013, 1.6, -2.2, i, -0.14, 1168, -2.6, 1155, 16%, -17, 645
> CC(=O)C1=C(O)C(=O)N(Cc2ccccc2)C1c1ccccc1F (stereo not drawn)
  2.4, 2.4, 2.1, -11, -12, i, 0, 0.2, -0.18, 0.42, -0.43, i, 0.2, 895, -14, 1321, 1%, 7, 734
> c1ccc2c(N3CCCCC3)nc(N3CCCCC3)nc2c1
  4.4, 2.9, 6.0, 7, 0, i, -3, -0.76, -0.2, -0.96, 0.43, x, 2.3, 1260, -3.9, 826, 22%, x, x
> COc1ccccc1C(c1nnnn1CS(=O)(=O)c1ccc(C)cc1)N1CCSCC1 (stereo not drawn)
  3.5, 2.2, 7.1, 25, 9, i, 8, 2.2, -0.064, 1.7, -2.1, i, -0.57, 1169, -2.8, 957, -25%, x, x
> CCOC(=O)N1CCC(N(CCCOC)C(=O)Nc2ccc(CC)cc2)CC1
  2.4, 1.7, 19, -2, -4, i, -4, 0.18, -0.26, 0.34, 1.2, i, -0.09, 1895, -0.9, 1068, 12%, -1, 721
> COc1cc(C)c(Br)cc1S(=O)(=O)NCc1ccccc1
  3.5, 2.1, 5.0, -1, -10, i, 19, -0.083, -0.036, 0.43, -0.45, i, -0.23, 1470, -1.1, 1355, 19%, x, x
> Fc1cnc(N2CCOCC2)nc1N1CCOCC1
  1.6, 2.4, 4.5, -17, -2, i, 10, 2.3, 0.02, 1.3, -1.6, i, 0.28, 1368, 0.7, 1438, 3%, 2, 576
> Cc1ccc(NC(=O)C23CCC(C)(C(=O)[C@H]2Br)C3(C)C)cc1 (stereo partly drawn)
  x, x, x, x, x, x, x, -0.64, -0.28, -0.017, 0.77, i, 0.38, 1067, 0.0, 1363, 4%, 30, 714
> O=C(COC(=O)c1n[nH]c2ccccc12)Nc1ccc([N+](=O)[O-])cc1
  2.9, 3.2, 2.2, -24, -16, i, -50, 0.083, -0.25, 0.75, -0.22, i, 1.2, 1171, -4.2, 543, 13%, 2, 667
> CCn1c(SCCC(=O)Nc2ccccc2)nnc1-c1ccc(OC)cc1
  2.6, 3.1, 6.9, -17, -14, i, -1, -0.48, -0.26, -0.048, -0.31, i, 0.75, 1230, -1.4, 1160, -5%, 0, 770
> Cc1cccc2sc(NC(=O)C3=NN(c4ccccc4)C(=O)CC3)nc12
  4.1, 3.3, 6.1, 8, 6, i, 20, -0.37, -0.27, -0.45, 0.44, i, -1.2, 1192, 3.1, 1013, 9%, 28, 637
> CC(C)Oc1ccc(C(=O)NCc2cccnc2)cc1
  2.1, 2.1, 3.9, 12, 10, i, 4, -0.69, -0.2, -0.18, 0.73, i, -0.04, 963, -0.7, 1087, -6%, x, x
> Cc1cn2nc(N)c3ccccc3c2n1
  4.1, 2.1, 10, 21, 34, i, 1, 2, -0.18, 1.1, -0.46, i, 0.59, 1273, 0.0, 793, 5%, x, x
> CCOc1ccc(C2C([N+](=O)[O-])=C(C)N(C)C(=O)N2C)cc1OC (stereo not drawn)
  2.5, 1.9, 8.0, -16, 4, i, -20, -0.24, -0.25, -0.053, 0.61, i, -1.1, 1448, -3.4, 1105, 8%, 0, 731
> CCCCN(CC)S(=O)(=O)c1ccc(C(=O)Nc2nnc(CSC)o2)cc1
  4.0, 3.5, 1.0, 4, 88, i, -6, 0.98, -0.31, 0.27, -0.56, i, 0.2, 1693, -0.3, 1378, 21%, x, x
> C/C(CC(=O)Nc1cc(C)ccn1)=N\NC(=O)C(=O)NC(C)C
  1.8, 2.4, 5.9, 2, -7, i, 24, 0.33, -0.095, 0.31, -0.99, i, 0.07, 1326, -1.4, 1063, 2%, -6, 683
> CCOc1ccc(/C(O)=C2/C(=O)C(=O)N(c3ncccn3)C2c2ccccc2)cc1 (stereo not drawn)
  6.1, 2.6, 6.5, -12, -2, i, 0, -0.68, -0.091, 0.24, 0.19, i, 0.54, 1119, -1.5, 457, -20%, u, x

Only part of the results is shown. The share of hits here may be higher or lower than overall.
